# mIAP activ: increases mouse intestinal alkaline phosphatase activity; muIAP, CDP-Star luminescence, 30 min; hits give high values; 1 = vehicle-only enzyme signal, 0 = enzyme-free wells; activation factor at 10 µM; actives 0.24% (n = 330,000);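 active means activation factor of at least 2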; further: the source names both 10 and 20 µM as test concentration; values of inactives mirror those of a sister screen read the other way
#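 also added = chemiluminescent substrate CDP-Star | test system = mouse IAP enzyme | signal = chemiluminescence readout | compound = DMSO-dissolved test compounds | incubation = 30 min at room temperature | benchmarks = DMSO wells, no-enzyme wells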
# mIAP inh: blocks mouse intestinal alkaline phosphatase | actives 0.2% (n = 330,000) | AID 2806 | purified mouse IAP, CDP-Star luminescence, 30 min | inhibition, % at 10 µM;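 active means inhibition of at least 40% at 10 µM in the primary screen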;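 further: plate controls were DMSO with enzyme for no effect and no enzyme wells for full effect; values of inactives mirror those of a sister screen read the other way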
# MPTP block: blocks calcium-induced mitochondrial swelling. isolated mouse mitochondria, Ca2+ swelling absorbance, 30 min. inhibition, % at 10 µM. actives 1.4% (n = 360,000). AID 602449;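 active means inhibition of 50% or more, scaled per plate between neutral and stimulator controls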;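 further: 0% = DMSO wells given calcium and 100% = 1 mM EGTA wells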
# ATG4B inhibitor: ATG4B (human) cysteine protease inhibition; Q9Y4P1; ATG4B cleavage of LC3-PLA2, NBD-HPC fluorescence, 1 h; inhibition, % at 8.33 µM; actives 0.51% (n = 340,000); AID 504462; in the data active means inhibition above about 40%
# A3G deaminase: blocks human APOBEC3G single-stranded DNA deamination; Q9HC16; recombinant A3G, ssDNA deamination FAM/TAMRA fluorescence; inhibition, % at 20 µM; actives 0.28% (n = 330,000); AID 493012;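 active means inhibition of at least 40% at 20 µM, with no more than 30% in the related APOBEC3A deaminase screen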;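 further: plate controls were DMSO wells with A3G for no effect and wells lacking A3G enzyme for full effect; some compounds called inactive have numbers as strong as hits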
# hIAP block: blocks human intestinal alkaline phosphatase. P09923. purified IAP, CDP-Star luminescence, 30 min. inhibition, % at 10 µM. actives 0.12% (n = 330,000);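 active means inhibition reaching a set limit with compound at 10 µM in the primary screen, cut at about 35% in these data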;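 further: plate controls were DMSO wells with enzyme for no effect and no-enzyme buffer wells for full effect; values of inactives mirror those of a sister screen read the other way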
# Target sequence (P09923 whole entry, looked up): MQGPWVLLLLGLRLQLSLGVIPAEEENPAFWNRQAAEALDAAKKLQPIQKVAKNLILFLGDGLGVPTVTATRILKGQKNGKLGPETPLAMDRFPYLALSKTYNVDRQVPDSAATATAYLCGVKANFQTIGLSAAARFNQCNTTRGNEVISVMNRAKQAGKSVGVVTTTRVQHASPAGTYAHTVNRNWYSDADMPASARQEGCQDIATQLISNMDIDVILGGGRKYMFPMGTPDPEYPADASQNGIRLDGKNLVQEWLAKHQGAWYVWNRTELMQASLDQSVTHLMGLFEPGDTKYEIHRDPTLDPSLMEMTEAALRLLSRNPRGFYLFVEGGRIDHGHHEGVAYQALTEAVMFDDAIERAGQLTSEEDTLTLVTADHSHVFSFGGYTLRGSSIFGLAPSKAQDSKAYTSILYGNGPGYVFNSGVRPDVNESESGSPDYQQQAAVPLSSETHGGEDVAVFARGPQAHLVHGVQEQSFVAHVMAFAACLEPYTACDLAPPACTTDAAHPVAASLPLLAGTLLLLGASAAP
# A3A deaminase: blocks human APOBEC3A ssDNA deamination; recombinant A3A, FAM/TAMRA ssDNA deamination fluorescence; inhibition, % at 20 µM; AID 493011; P31941; actives 0.41% (n = 330,000);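 active means at least 40% inhibition at 20 µM here, with at most 30% in a related deaminase screen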;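 further: plate controls were A3A with DMSO for no effect and wells lacking A3A enzyme for full effect; some results filed as inactive read as strong as hits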
# Target sequence (P31941 whole entry, looked up): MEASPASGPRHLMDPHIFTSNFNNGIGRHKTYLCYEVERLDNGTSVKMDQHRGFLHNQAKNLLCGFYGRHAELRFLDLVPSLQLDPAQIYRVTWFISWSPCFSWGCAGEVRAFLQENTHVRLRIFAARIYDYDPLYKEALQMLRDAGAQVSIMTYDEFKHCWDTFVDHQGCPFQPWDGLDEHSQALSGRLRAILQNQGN
# MIN6 prolif: MIN6 beta-cell proliferation induction. MIN6 cells proliferation, ATPlite luminescence, 48 h; cells starved in 0.2% serum; 100% = growth in 10% serum. proliferation, % at 10 µM. actives 0.29% (n = 330,000). AID 2380;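 active means compounds whose signal lies at least 3.5 SD above the mean of all wells on their plate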;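 further: 0% = DMSO-treated cells in low-serum medium and 100% = 10% serum control; some compounds called inactive have numbers as strong as hits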
# hIAP act: human IAP activation; P09923; activation factor at 10 µM; AID 2524; purified human IAP, CDP-Star luminescence, 30 min; hits give high values; 1 = vehicle-only enzyme, 0 = enzyme-free background; actives 0.16% (n = 330,000);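 active means activation factor of the enzyme at least 2-fold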; further: the source names both 10 and 20 µM as test concentration; values of inactives mirror those of a sister screen read the other way
# Starred values were filed as active, the others as inactive. Outcome played no part in choosing rows, and some 3.3% of all compounds hit somewhere here.
SMILES,mIAP activ,mIAP inh,MPTP block,ATG4B inhibitor,A3G deaminase,hIAP block,A3A deaminase,MIN6 prolif,hIAP act
CCOC(=O)c1cccc(NC(=O)CCn2nnc3ccccc32)c1,1.08,-7.8,0.5,-5.3,-0.6,11.4,1.4,-0.5,0.886
CCOC(=O)C(=O)Nc1nc(-c2ccc3c(c2)CCN3C(=O)C2CC2)c(C)s1,0.921,7.9,2.1,18.5,-5.4,-34.6,0.2,-2.6,1.34
COc1ccccc1N1CCN(C(=O)c2ccc3nc(-c4ccco4)c(-c4ccco4)nc3c2)CC1,0.934,6.6,0.8,-20.7,-4.4,-15.0,1.4,-2.1,1.15
O=c1/c(=C/c2ccc(O)cc2)sc2n1CCCN=2,0.97,3.0,-0.9,-1.8,-7.8,24.3,-5.7,-1.8,0.757
COc1cc(S(=O)(=O)NC2CCCC2)c(OC)cc1Cl,0.929,7.1,1.0,-7.5,-3.9,7.2,5.5,-1.6,0.928
CCOc1cc(C(=O)NC(CC(=O)O)c2ccc(OC3CCCC3)cc2)cc(OCC)c1OCC (configuration not stated),0.97,3.0,-1.0,-5.2,-5.7,3.6,-0.9,2.2,0.964
COc1cc(NC(=S)NC2CC(C)(C)NC(C)(C)C2)cc(OC)c1,1.06,-6.2,-0.1,-5.0,-6.3,-5.0,-3.8,-4.6,1.05
CCC(=O)N1CCN(c2ccc(Cl)cc2NC(=O)c2ccc(Br)o2)CC1,0.983,1.7,3.2,-2.4,-11.4,8.0,-2.1,2.3,0.92
Cc1onc(-c2ccccc2Cl)c1C(=O)NC(=S)NCc1cccnc1,1,-0.1,1.5,-11.3,0.1,-5.7,1.2,-0.5,1.06
COc1ccc(CNC(=O)C(c2cccs2)N(C(=O)c2csnn2)C2CC2)cc1 (configuration not stated),0.961,3.9,2.7,-13.5,-6.7,-0.2,-5.9,1.4,1
N/C(=N\OC(=O)c1ccc(Cl)cc1Cl)c1ccc(Cl)cc1,0.952,4.8,1.3,-2.2,-5.6,18.0,-19.2,-4.9,0.82
O=C(C1CC(=O)N(c2ccc(F)cc2)C1)N1CCN(c2ccc(F)cc2)CC1 (configuration not stated),1.02,-1.9,0.3,1.0,-7.1,-21.0,-5.0,-3.3,1.21
Cc1ccc(CN(Cc2ccc(C)o2)C(=S)NCC(=O)O)cc1,0.856,14.4,-0.1,11.3,5.6,-0.1,3.2,-1.0,1
COC(=O)c1c(N)sc(Cc2ccccc2)c1C,1.01,-1.2,-4.9,-28.5,-16.2,7.8,-1.2,-1.7,0.922
O=C(O)CS(=O)(=O)CC(=O)NCc1cccc(C(F)(F)F)c1,1.08,-8.0,-1.0,6.1,1.0,-10.5,0.8,-2.5,1.1
CC(=O)N1CCN(CC(=O)Nc2ccc(C)c(F)c2)CC1,1.06,-6.0,-0.4,-5.5,-9.2,6.4,0.2,-0.3,0.936
Cc1c(NC(=O)CSc2nnc(-c3ccncc3)o2)c(=O)n(-c2ccccc2)n1C,1.02,-1.9,-5.1,-10.2,-1.8,4.2,-0.3,-2.9,0.958
O=C(N/N=C/c1ccc(O)cc1O)c1ccncc1,0.947,5.3,0.4,-3.8,-7.2,-56.0,-6.2,0.0,1.56
CCCCNC(=O)CN(c1ccc(Cl)c(Cl)c1)S(C)(=O)=O,1.06,-6.3,0.7,-8.5,-4.2,-7.0,-4.7,0.7,1.07
Cc1nn2c(NCC(C)C)c3c(nc2c1-c1ccccc1)CCC3,0.966,3.4,1.5,0.1,-6.0,0.6,0.1,1.3,0.994
CS(=O)(=O)Nc1ccccc1C(=O)c1ccccc1,1.05,-4.9,-0.9,-1.7,-6.0,6.8,-5.8,-2.6,0.932
OC(c1cc(C(F)(F)F)nc2c(Cl)cc(Cl)cc12)C1CCCCN1 (configuration not stated),1,-0.5,1.7,19.8,-3.6,13.0,2.3,-6.9,0.87
CC(C)/C(=N\NC(=O)Nc1ccccc1)c1ccccc1,0.934,6.6,-0.4,7.3,-2.6,8.2,3.9,0.3,0.918
CCOc1cc(C(=S)N2CCOCC2)cc(Br)c1OS(=O)(=O)c1ccccc1,1,-0.3,-0.2,5.4,-11.5,-0.8,-5.1,-4.0,1.01
Nn1c(SCC(=O)NCc2ccccc2)nnc1C1CC1,0.913,8.7,-1.0,-9.0,-0.9,-3.5,-1.8,-1.7,1.03
Cc1cc(C)n(-c2cc(N3CCN(S(=O)(=O)c4ccc5ccccc5c4)CC3)ccc2[N+](=O)[O-])n1,0.842,15.8,0.1,0.0,-6.9,1.2,-4.0,-4.1,0.988
Cc1c(NC(=O)COC(=O)C2(c3ccc(F)cc3)CCCC2)c(=O)n(-c2ccccc2)n1C,1.04,-3.6,0.4,-3.4,-5.3,-12.4,-1.3,-1.9,1.12
CCN(C(=O)COC(=O)c1ccc2c(c1)OCO2)c1ccccc1,1.15,-14.7,0.5,-0.6,0.5,-26.8,1.4,-3.4,1.27
CCN(CC(=O)Nc1cc(Cl)ccc1C)C(=O)CN1C(=O)NC2(CCCC2)C1=O,0.944,5.6,-0.1,0.0,-8.6,8.3,21.0,0.3,0.917
Cc1ccc(S(=O)(=O)NCC(=O)OC(C)C(=O)c2ccccc2)cc1 (configuration not stated),1.03,-3.4,0.7,-16.1,-6.6,-10.3,1.0,2.3,1.1
COc1cccc2c(=O)n(CC(=O)Nc3ccccc3)ccc12,1.15,-15.4,-2.0,-0.7,0.3,-8.2,-1.3,0.2,1.08
CCCN1C(=O)c2ccc(C(=O)Nc3cc(C)ccc3O)cc2C1=O,0.966,3.4,0.9,-6.4,-5.6,-0.8,2.1,-3.0,1.01
Cc1c(C(=O)Nc2cccc3cccnc23)oc2ccccc12,1.08,-8.5,2.0,9.4,-1.6,-1.2,-0.1,-3.2,1.01
CCc1cc2c(=O)n(CC)c(SC(C)C(=O)Nc3c(C)n(C)n(-c4ccccc4)c3=O)nc2s1 (configuration not stated),0.921,7.9,0.1,-12.7,-1.5,-18.3,-0.7,-1.2,1.18
Cc1c(CCC(=O)O)c(=O)oc2cc3oc4c(c3cc12)CCCC4,1.09,-9.4,1.6,0.0,-8.3,-4.0,-9.9,-3.8,1.04
Cc1cc(OCCCC(=O)NC2=NCCS2)ccc1Cl,0.977,2.3,1.6,-2.6,-4.3,0.7,-2.8,-2.1,0.993
O=C(O)c1cc(-c2ccc3c(c2)OCO3)nc2ccccc12,1.02,-2.2,0.2,7.0,-5.8,-7.8,1.0,-5.3,1.08
O=C(Nc1ccc(Cc2ccncc2)cc1)c1ccc(N2CCOCC2)c([N+](=O)[O-])c1,0.889,11.1,2.5,-4.0,-8.0,-9.1,1.0,0.7,1.09
COc1cc(/C=N/Nc2cc(C)nc(NS(=O)(=O)c3ccccc3)n2)ccc1O,0.952,4.8,3.2,-0.3,-0.7,-7.8,-0.4,2.1,1.08
COC(=O)CSc1nsc(SCC(=O)OC)c1C#N,1.04,-4.2,-0.1,6.8,-0.6,-6.8,-0.8,-3.5,1.07

# Some of the entries so far, with values under each structure.
# Each structure is followed by: mIAP activ	mIAP inh	MPTP block	ATG4B inhibitor	A3G deaminase	hIAP block	A3A deaminase	MIN6 prolif	hIAP act
CCN(C(=O)COC(=O)c1ccc2c(c1)OCO2)c1ccccc1
  1.15	-14.7	0.5	-0.6	0.5	-26.8	1.4	-3.4	1.27
CCN(CC(=O)Nc1cc(Cl)ccc1C)C(=O)CN1C(=O)NC2(CCCC2)C1=O
  0.944	5.6	-0.1	0.0	-8.6	8.3	21.0	0.3	0.917
Cc1ccc(S(=O)(=O)NCC(=O)OC(C)C(=O)c2ccccc2)cc1 (configuration not stated)
  1.03	-3.4	0.7	-16.1	-6.6	-10.3	1.0	2.3	1.1
COc1cccc2c(=O)n(CC(=O)Nc3ccccc3)ccc12
  1.15	-15.4	-2.0	-0.7	0.3	-8.2	-1.3	0.2	1.08
CCCN1C(=O)c2ccc(C(=O)Nc3cc(C)ccc3O)cc2C1=O
  0.966	3.4	0.9	-6.4	-5.6	-0.8	2.1	-3.0	1.01
Cc1c(C(=O)Nc2cccc3cccnc23)oc2ccccc12
  1.08	-8.5	2.0	9.4	-1.6	-1.2	-0.1	-3.2	1.01
CCc1cc2c(=O)n(CC)c(SC(C)C(=O)Nc3c(C)n(C)n(-c4ccccc4)c3=O)nc2s1 (configuration not stated)
  0.921	7.9	0.1	-12.7	-1.5	-18.3	-0.7	-1.2	1.18
Cc1c(CCC(=O)O)c(=O)oc2cc3oc4c(c3cc12)CCCC4
  1.09	-9.4	1.6	0.0	-8.3	-4.0	-9.9	-3.8	1.04
Cc1cc(OCCCC(=O)NC2=NCCS2)ccc1Cl
  0.977	2.3	1.6	-2.6	-4.3	0.7	-2.8	-2.1	0.993
O=C(O)c1cc(-c2ccc3c(c2)OCO3)nc2ccccc12
  1.02	-2.2	0.2	7.0	-5.8	-7.8	1.0	-5.3	1.08

# (cont.)
SMILES,mIAP activ,mIAP inh,MPTP block,ATG4B inhibitor,A3G deaminase,hIAP block,A3A deaminase,MIN6 prolif,hIAP act
COc1cc([N+](=O)[O-])ccc1NC(=O)CCCOc1cccc(C)c1C,0.828,17.2,1.7,4.3,-6.1,3.4,-7.3,-3.5,0.966
COC(=O)Cc1c(C)c2ccc(OCC(=O)N(C)C3CCS(=O)(=O)C3)cc2oc1=O (configuration not stated),0.989,1.1,-1.4,2.7,-4.6,13.2,0.7,0.1,0.868
O=c1[nH]ncn1-c1cccc(C(F)(F)F)c1,0.939,6.1,1.6,-7.8,-6.3,17.6,-1.6,-1.7,0.824
O=C(CCCCCn1c(=S)[nH]c2cc3c(cc2c1=O)OCO3)N1CCN(C(=O)c2ccco2)CC1,0.934,6.6,1.9,12.1,-6.6,0.3,-2.6,0.8,0.997
CN(Cc1ccccc1F)C(=O)c1ccc(Oc2ccccc2)cc1,0.961,3.9,2.1,18.2,-12.2,0.8,-4.9,-0.8,0.992
CNc1snc(C)c1C(=O)OCC(=O)c1cc(F)ccc1OC,1.01,-1.5,1.5,-4.2,-6.0,2.7,-4.9,2.4,0.973
CC1CN(S(=O)(=O)c2ccc(C(=O)Nc3nnc(-c4ccccn4)o3)cc2)CC(C)O1 (configuration not stated),1.03,-2.8,0.3,-12.0,-6.8,-3.6,-2.1,-2.0,1.04
O=C(NC1CCCC1)C1CCN(C(=O)c2ccccc2Cl)CC1,1.01,-1.2,0.6,-2.5,-15.2,14.3,-3.1,-1.2,0.857
CC1CC(C)CN(S(=O)(=O)c2cc3c(cc2Cl)NC(=O)CO3)C1 (configuration not stated),1.16,-15.8,-0.8,-0.8,-7.7,-11.0,-1.2,0.2,1.11
CCN(CC)CCNC(=O)c1cc2c(-c3cccc(OC)c3)nn(C)c2s1,0.969,3.1,1.8,-4.6,-6.6,7.2,4.7,-2.1,0.928

# Assay outcomes deposited in PubChem BioAssay by Sanford-Burnham Center for Chemical Genomics.
